TCR-CD3 inh: inhibitors of human TCR-CD3 interaction, primary screen, biochemical, fluorescence, TAMRA-labeled TCR probe | T-cell receptor (TCR) | hit rate 0.37% among 360,000 | inhibition, % at 9.4 µM | AID 651800, 2012; in the data active = inhibition above about 19%;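 also: recombinant mutant TCR 2C K166C tagged with TAMRA read by polarization; 0% = receptor in buffer alone and 100% = receptor with positive control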
Rev-erbA mod: modulators of Rev-erb alpha DNA binding, primary screen, biochemical, FITC-DNA, fluorescence polarization, uHTS. Nuclear receptor subfamily 1 group D member 1 (Homo sapiens), P20393. Rev-erbα–FITC-DNA binding, 90 min. activity, % at 10 µM. hit rate 0.79% among 370,000. AID 1259318, 2017;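 active = activity above about 14%, limit read from the data; passing the limit was not always enough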;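 also: 0% = DMSO wells with 35 nM protein and 100% = DMSO wells with 750 nM protein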
Target sequence (P20393 whole entry, looked up): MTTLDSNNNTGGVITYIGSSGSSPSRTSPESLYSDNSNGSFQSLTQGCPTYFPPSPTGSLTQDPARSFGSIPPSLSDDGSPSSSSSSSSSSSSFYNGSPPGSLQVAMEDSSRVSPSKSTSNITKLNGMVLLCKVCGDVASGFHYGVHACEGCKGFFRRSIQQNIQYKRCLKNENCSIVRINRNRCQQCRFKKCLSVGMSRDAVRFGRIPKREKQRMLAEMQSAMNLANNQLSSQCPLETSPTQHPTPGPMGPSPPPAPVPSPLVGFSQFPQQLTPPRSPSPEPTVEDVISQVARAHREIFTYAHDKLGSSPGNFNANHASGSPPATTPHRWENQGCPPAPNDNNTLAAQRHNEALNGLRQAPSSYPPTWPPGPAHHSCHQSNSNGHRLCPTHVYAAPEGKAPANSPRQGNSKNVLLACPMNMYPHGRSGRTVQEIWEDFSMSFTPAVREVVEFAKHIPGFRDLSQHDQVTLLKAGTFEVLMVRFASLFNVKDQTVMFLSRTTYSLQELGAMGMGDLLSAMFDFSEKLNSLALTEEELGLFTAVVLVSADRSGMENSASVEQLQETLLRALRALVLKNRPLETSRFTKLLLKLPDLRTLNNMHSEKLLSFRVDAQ
TDP2 absorb: human TDP2 enzyme inhibitors, primary screen, biochemical, epi absorbance, recombinant enzyme; hit rate 0.34% among 370,000; inhibition, % at 12.8 µM; T5PNP hydrolysis, p-nitrophenol absorbance 415 nm; AID 720702, 2013;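 active = inhibition above the mean of all tested compounds plus 3 SD, set per campaign, cut at about 25% in these data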;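 also: 0% = DMSO with enzyme and 100% = buffer with substrate but no TDP2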
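Incubation: 2 h at 37 °C; Test system: recombinant human TDP2; Quantity: enzyme 120 nM; Read-out basis: percent inhibition; Medium: 50 mM Tris-HCl pH 7.5 with Mg2+, KCl, DTT, BSA; Repeats: single replicate; Compound: 12.8 µM single point, 1% DMSO; Signal: epi absorbance; Reagent: 5 mM T5PNP chromogenic substrate; Benchmarks: no-enzyme high, DMSO-plus-enzyme low.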
PRMT1 inh: PRMT1 methyltransferase inhibitors, primary screen, biochemical, fluorescence polarization | inhibition, % at 2.79 µM | AID 652257, 2013 | hit rate 1.3% among 370,000 | Protein arginine N-methyltransferase 1 (Homo sapiens), Q99873 | recombinant PRMT1, activity-based probe fluorescence polarization;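 active = inhibition above about 21% made by adding two undisclosed values, limit read from the data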
HTRA1 inh: HTRA1 serine protease inhibitors, primary screen, biochemical, fluorescence polarization, HTS | inhibition, % at 5.96 µM | Q92743 | recombinant HTRA1, FP-rhodamine activity-based probe | hit rate 0.5% among 340,000 | AID 504803, 2011; in the data active = inhibition above about 36%;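 also: 0% = enzyme with DMSO and 100% = wells lacking enzyme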
SIAE primary: human SIAE inhibitors, primary screen, biochemical, fluorescence polarization, FP-Rh probe, 1536-well HTS; Sialate O-acetylesterase (Homo sapiens), Q9HAT2; SIAE FP-Rh probe binding; inhibition, % at 9.66 µM; hit rate 0.69% among 370,000;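 active = inhibition above a cutoff: mean of compounds within the control limits plus 3 SD of those, cut at about 17% in these data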;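 also: 0% = plate median of compound wells and 100% = probe without SIAE protein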
PG9 binder: binders of HIV-1 gp120 antibody PG9, primary screen, biochemical, TR-FRET. AID 624416, 2012. inhibition, % at 6.7 µM. hit rate 0.43% among 360,000. TR-FRET gp120-PG9 antibody binding. HIV-1 gp120 / PG9 antibody interaction; in the data active = inhibition above about 8.5%
rCAG RNA binder: binders of r(CAG) RNA repeats, primary screen, biochemical, fluorescence; r(CAG) RNA repeat, TO-PRO-1 dye displacement fluorescence; inhibition, % at 3 µM; hit rate 1.3% among 370,000;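 active = inhibition above the plate cutoff, the mean of all test compounds on that plate plus 3 SD, cut at about 35% in these data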;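 also: 0% = DMSO alone and 100% = 100 µM mitoxantrone as full dye displacement; higher means more dye released from RNA so lower well fluorescence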
mABHD4 FP: ABHD4 inhibitors, primary screen, biochemical, fluorescence polarization, mouse; purified mABHD4, FP-Rh probe fluorescence polarization; hit rate 0.54% among 370,000; inhibition, % at 8.92 µM;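 active = inhibition exceeding the mean over every tested compound plus 3 SD, cut at about 30% in these data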;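 also: 0% = plate median of compound wells and 100% = S159A mutant with DMSO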
Target sequence (Q8VD66 whole entry, looked up): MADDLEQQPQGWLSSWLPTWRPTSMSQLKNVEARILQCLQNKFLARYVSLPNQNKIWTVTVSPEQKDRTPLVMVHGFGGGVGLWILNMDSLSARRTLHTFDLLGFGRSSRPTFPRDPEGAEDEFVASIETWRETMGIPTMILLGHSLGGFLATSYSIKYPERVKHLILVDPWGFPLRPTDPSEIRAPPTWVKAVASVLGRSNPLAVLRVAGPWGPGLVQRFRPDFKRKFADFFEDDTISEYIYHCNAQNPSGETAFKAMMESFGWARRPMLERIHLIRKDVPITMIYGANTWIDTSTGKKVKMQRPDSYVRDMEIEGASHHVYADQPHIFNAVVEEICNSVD
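Test system: mouse ABHD4 enzyme, wild type. Reagent: FP-Rh fluorescent activity-based probe, added after compound pre-incubation. Timing: pre-incubation 45 min, probe exposure 60 min, at 25 °C. Technique: FP readout, ex 525 nm / em 598 nm. Benchmarks: high control S159A mutant with DMSO, low control median of compound wells.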
LEDGF integ inh: blockers of LEDGF/p75-dependent integrase strand transfer – biochemical, TR-FRET, high throughput, primary screen. inhibition, % at 3.7 µM. TR-FRET IN-LEDGF/p75 DNA integration, Eu/Cy5. HIV-1 integrase (with human LEDGF/p75). hit rate 0.64% among 370,000;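 active = inhibition above the screen-wide mean plus 3 SD, cut at about 13% in these data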;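 also: signal is the Cy5 over europium emission ratio at 671 and 618 nm; 0% = plate median of compound wells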
* hit, by the source's call; x = no result given. The list is partial. The share of hits here may be higher or lower than overall.

SMILES	TCR-CD3 inh	Rev-erbA mod	TDP2 absorb	PRMT1 inh	HTRA1 inh	SIAE primary	PG9 binder	rCAG RNA binder	mABHD4 FP	LEDGF integ inh
CC(Oc1ccccc1)C(=O)Nc1oc(-c2ccco2)c(-c2ccco2)c1C#N (configuration not stated)	0	-5	5	7	-1	6	-1.5	34	-4	5
Cc1ccc(NC(=O)COC(=O)CN2CCCCCC2=O)c(C)c1	2	0	6	3	-4	-2	-1.2	0	4	1
N#Cc1ccc(S(=O)(=O)NC2CCN(Cc3ccccc3)CC2)cc1	-9	1	-15	-3	-1	2	-0.3	-1	-3	4
CC(C)c1ccc(NC(=O)C2CCCCC2C(=O)O)cc1 (configuration not stated)	-2	-1	-4	1	3	4	-2.9	-2	-7	4
CCN1CCN(c2ncc(C(=O)N3CCN(c4ccccc4OC)CC3)c3ccccc23)CC1	-2	0	-6	-1	1	4	-0.8	-10	6	-1
Cc1cc(C)n(C(=O)CCC(=O)Nc2ccc(C)c(C)c2)n1	-2	7	7	-2	2	-5	-1.3	0	-3	2
CCOC(=O)c1cnc(SCC(=O)Nc2cc(OC)ccc2OC)nc1N	6	-2	9	-1	-2	-7	1.5	-2	0	0
COCCNC(=O)C1CCCN(C(=O)C2(c3ccc(Cl)cc3)CCCC2)CC1 (configuration not stated)	2	-4	8	-4	x	1	0.5	-4	-2	1
CC1=C(C(N)=O)C(c2cccc(O)c2)n2nc(CCCO)nc2N1 (configuration not stated)	-1	9	6	1	1	6	0.1	1	1	-3
O=C(Nc1ccc(CN2CCS(=O)(=O)CC2)cc1)c1ccc(Cl)cc1	-7	6	-17	-3	4	-2	-0.2	0	1	4
O=C(NC(NNc1ccc([N+](=O)[O-])cc1)(C(F)(F)F)C(F)(F)F)c1ccc(F)cc1	0	-3	3	1	-34	-6	-2.4	0	-5	0
CCOC(=O)CN/C=C(\C#N)c1ccc(F)cc1	4	2	-7	3	4	-4	2.4	-3	0	-2
Cc1ccc(NC(=O)C2CC(=O)n3c(nc4ccccc43)N2)cc1C (configuration not stated)	-4	2	-6	-4	1	-3	-1.0	6	1	0
Cc1ccc(NC(=O)C(C)NC(=O)OCc2ccccc2)cc1C (configuration not stated)	-9	5	-3	5	0	-4	0.7	-4	-1	-6
COc1ccc(CN2C(=O)c3ccccc3C2C(=O)NCC2CCCO2)c(OC)c1 (configuration not stated)	4	-4	-10	-1	0	-4	-0.8	-4	-4	-1
Cc1cnc(C(=O)Nc2ccccc2C(=O)N2CCOCC2)cn1	-4	2	-2	-2	1	1	-0.1	-4	-1	4
COc1ccc(-c2nnc(SCC(=O)N3CCCC3=O)n2N)cc1OC	3	-1	7	3	10	-5	0.5	3	3	0
CCCCn1c(N)c(N(CCOC)C(=O)CN(C)CC(=O)Nc2ccc(Cl)c(Cl)c2)c(=O)[nH]c1=O	3	-7	-1	2	-1	-3	1.9	0	-1	-4
CN(Cc1ccccc1)C(=O)CN1CCN(S(=O)(=O)c2ccccc2F)CC1	1	0	10	-3	5	0	-0.7	1	2	4
CC(C)NS(=O)(=O)c1ccc2c(c1)NCC2	6	-5	5	-2	-2	2	0.4	2	4	0
Nc1nc(-c2ccccc2)c(-c2ccccc2)o1	8	-1	15	-2	1	-2	0.8	1	-1	-3
CC[C@@H]1Cc2[nH]c(=O)[nH]c(=O)c2[C@H](c2ccc(Cl)cc2)O1	-3	-4	3	-3	x	2	-2.8	5	-4	0
CCOC(=O)N1CCN(C(=O)c2ccc3nc(N4CCCCC4)sc3c2)CC1	-3	-1	9	2	-1	-2	0.1	-8	6	2
COc1ccc(N2CCN(C(=O)c3oc4ccccc4c3C)CC2)cc1	6	3	1	-2	0	0	-1.6	-8	11	-3
CN(C)c1ccc(C(C(=O)NCC2CCCO2)N(Cc2ccco2)C(=O)c2snc(C(N)=O)c2N)cc1 (configuration not stated)	8	1	1	-2	6	-2	-1.8	-2	1	1

Part of the list above, limited to mABHD4 FP, SIAE primary and LEDGF integ inh.
SMILES | mABHD4 FP | SIAE primary | LEDGF integ inh
Cc1ccc(NC(=O)C2CC(=O)n3c(nc4ccccc43)N2)cc1C (configuration not stated) | 1 | -3 | 0
O=C(NC(NNc1ccc([N+](=O)[O-])cc1)(C(F)(F)F)C(F)(F)F)c1ccc(F)cc1 | -5 | -6 | 0
COCCNC(=O)C1CCCN(C(=O)C2(c3ccc(Cl)cc3)CCCC2)CC1 (configuration not stated) | -2 | 1 | 1

A few values from the entries so far:
Value for COc1ccc(N2CCN(C(=O)c3oc4ccccc4c3C)CC2)cc1 under mABHD4 FP: 11
Value for COc1ccc(-c2nnc(SCC(=O)N3CCCC3=O)n2N)cc1OC under Rev-erbA mod: -1
Value for CC[C@@H]1Cc2[nH]c(=O)[nH]c(=O)c2[C@H](c2ccc(Cl)cc2)O1 under Rev-erbA mod: -4
Value for Cc1ccc(NC(=O)COC(=O)CN2CCCCCC2=O)c(C)c1 under rCAG RNA binder: 0
Value for Cc1cc(C)n(C(=O)CCC(=O)Nc2ccc(C)c(C)c2)n1 under SIAE primary: -5

Next part
SMILES	TCR-CD3 inh	Rev-erbA mod	TDP2 absorb	PRMT1 inh	HTRA1 inh	SIAE primary	PG9 binder	rCAG RNA binder	mABHD4 FP	LEDGF integ inh
Cc1cccc(-n2cnc3cc(C(=O)NCC4CCCO4)ccc32)c1 (configuration not stated)	1	-2	5	-2	-1	3	0.8	1	4	4
C/C(=N/Nc1ccccc1[N+](=O)[O-])c1ccc(C)c([N+](=O)[O-])c1	-3	5	3	-5	2	-1	-0.8	0	-7	5
CN(N=O)c1ccc(C=C2C=Cc3ccccc32)cc1	1	5	-4	0	2	2	-0.1	10	3	3
COc1ccc(/C=C/C(=O)NC(=S)Nc2ccccc2C(=O)NC2CCCCC2)cc1	2	4	-7	1	2	-4	-0.7	-1	5	3
CCCCOc1ccc(C(=O)NCC(=O)NCC(c2ccc(F)cc2)N2CCOCC2)cc1 (configuration not stated)	2	1	9	2	-1	4	2.5	-6	3	-1
O=C(c1ccncc1)N1CCN(S(=O)(=O)c2cccc(F)c2)CC1	5	2	8	0	-1	-2	-0.5	-1	9	-1
CCCOc1ccc(N2C(=O)CC(N(CCCO)C(=O)CC)C2=O)cc1 (configuration not stated)	1	-3	1	1	8	0	-2.4	1	2	1
CCOc1ccccc1NC(=O)COC(=O)C1CC1	3	1	16	0	1	1	-0.6	0	3	2
O=C(Nc1ccc(Cl)c(C(F)(F)F)c1)[C@@H]1CC=C[C@@H]2CCN(Cc3ccccc3)C(=O)[C@@H]21	8	-1	4	-2	-3	2	-1.8	1	-2	-2
CCOC(=O)Cc1csc(NC(=O)/C=C/c2ccc(OC)cc2)n1	4	4	1	-3	-14	-4	-1.2	0	-13	-3
CCc1ccc(NC(=S)Nc2cccc(OC)c2)cc1	0	-7	-6	0	-5	1	-0.8	7	3	-1
Cc1[nH]c2ccccc2c1/C=N/NC(=O)c1cc(C(C)C)[nH]n1	-2	1	8	3	4	1	-0.7	3	2	-3
Cc1ccc2[nH]c3c(c2c1)CCNC3=O	1	4	2	1	0	-1	-0.2	-1	-2	3
CC(C)(C)NC(=O)COC(=O)c1cc(F)c(F)cc1Cl	6	-5	-1	-3	-1	0	0.6	1	-2	0
Cc1cc(-c2nn(-c3ccccc3)cc2/C=C2\SC(N)=NC2=O)ccc1OC(C)C	-9	2	-9	-1	-14	-13	0.1	7	2	1
CC(NC(=O)Cc1ccc(S(=O)(=O)N2CCOCC2)s1)c1ccc(Br)cc1 (configuration not stated)	-3	-5	0	-2	-6	9	0.0	4	-8	-2
O=C(CSc1nnc(COc2cccc3ccccc23)o1)N1c2ccccc2CCc2ccccc21	1	10	10	-4	-24	-6	0.9	5	-16	-5
COCCNC(=S)N/N=C/c1c(C)[nH]c2ccccc12	3	1	10	3	11	10	-6.3	5	6	2
COc1ccc(CN(CCCn2cnc3c(OC)ncnc32)CCCn2cnc3c(OC)ncnc32)cc1	-2	4	3	-2	-6	1	0.7	2	0	0
CN(Cc1nnc(-c2ccc(F)cc2)o1)c1ccccc1	-1	1	7	-3	1	-4	-0.2	3	-4	4
CC(C)(C)n1ncc2c(=O)n(Cc3ccc(Cl)c(Cl)c3)cnc21	-7	-9	1	-1	4	-2	-2.7	0	3	2
NS(=O)(=O)c1ccc(CCNC(=O)CSc2ccc([N+](=O)[O-])cc2)cc1	-1	-3	-5	9	2	-1	-0.7	3	10	3
CCCOC(=O)c1ccc(NC(=O)C2CCCO2)cc1 (configuration not stated)	2	-7	13	2	-1	1	-0.3	-1	0	-1
CCC(CO)Oc1cc(NCc2ccccc2)c2ncn(C3CCCC3)c2c1 (configuration not stated)	-6	-2	3	4	26	8	-1.7	-1	22	-1
CC1CCC2C(=O)N(c3ccccc3OC(=O)c3ccccc3F)C(=O)C2C1 (configuration not stated)	-13	3	11	-1	1	3	0.2	1	1	-4

Entries shown so far with two or more sulfur atoms (two):
SMILES	TCR-CD3 inh	Rev-erbA mod	TDP2 absorb	PRMT1 inh	HTRA1 inh	SIAE primary	PG9 binder	rCAG RNA binder	mABHD4 FP	LEDGF integ inh
CC(NC(=O)Cc1ccc(S(=O)(=O)N2CCOCC2)s1)c1ccc(Br)cc1 (configuration not stated)	-3	-5	0	-2	-6	9	0.0	4	-8	-2
NS(=O)(=O)c1ccc(CCNC(=O)CSc2ccc([N+](=O)[O-])cc2)cc1	-1	-3	-5	9	2	-1	-0.7	3	10	3

Of the compounds above, these have a tert-butyl group.
SMILES	TCR-CD3 inh	Rev-erbA mod	TDP2 absorb	PRMT1 inh	HTRA1 inh	SIAE primary	PG9 binder	rCAG RNA binder	mABHD4 FP	LEDGF integ inh
CC(C)(C)NC(=O)COC(=O)c1cc(F)c(F)cc1Cl	6	-5	-1	-3	-1	0	0.6	1	-2	0
CC(C)(C)n1ncc2c(=O)n(Cc3ccc(Cl)c(Cl)c3)cnc21	-7	-9	1	-1	4	-2	-2.7	0	3	2

Screens: PubChem BioAssay, several laboratories
